PKA-R1A activ: activators of PKA-R1A holoenzyme, primary screen, biochemical, fluorescence polarization, Cy5-IP20, bovine R1A, mouse PKAc; PKA-R1A dissociation; scaled: DMSO 0%, 113 µM cGMP 100%; activation, % at 11.4 µM; 340,000 tested, 0.083% active; AID 504707, 2011;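 active means percent activation above the mean of all tested compounds plus 3 SD, cut at about 19% in these data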;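 further: higher means more PKAc released from R1A so a rise in polarization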
SR-BI uptake up: activators of SR-BI mediated DiI-HDL uptake, primary screen, ldlA[mSR-BI] CHO cells, DiI fluorescence; 3 h; 100 = double the neutral-control signal; activation, % at 12.5 µM; 320,000 tested, 0.096% active; AID 504775, 2011;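 active means mean replicate activation of at least 60% and every replicate at or above 60%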;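 further: 0% = median plate neutral-control signal and 100% = twice that signal; values of inactives mirror those of a sister screen read the other way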
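System: CHO ldlA[mSR-BI] cells / Medium: HEPES-buffered (25 mM, pH 7.4) F12 plus 0.5% BSA / Probe or stimulus: labelled HDL, 10 µg/mL / Doses: single compound concentration, delivered by pin transfer / Schedule: 3 h, 37 °C / Measured by: DiI fluorescence, bottom read / Measure: cell-associated DiI fluorescence as measure of HDL uptake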
Arr AP2 block: inhibitors of beta-arrestin/AP2 binding, primary screen, biochemical, GPCR trafficking, flow cytometry. 340,000 tested, 0.31% active. FITC-arrestin peptide / GST-AP2 beads; AP2 beta2 appendage carries R879A mutation. beta-arrestin 1 C-terminal peptide binding to AP2 beta2-adaptin appendage (human). inhibition, % at 10 µM;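 active means inhibition above a set limit, near 3 SD of compounds lacking own fluorescence, cut at about 54% in these data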;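 further: plate controls were DMSO wells for no effect and 5 µM unlabelled arrestin peptide for full effect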
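system = GST-tagged AP2 beta2-adaptin appendage (R879A) on 4 µm glutathione beads | reagent = FITC-labelled arrestin peptide probe, 50 nM final | schedule = compound with beads 12 min RT, then probe 1 h RT | signal = HyperCyt-sampled flow cytometry, FL1 channel, ex 488/em 535 nm | read-out = percent response from loss of bead-bound FITC fluorescence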
Mot1-301 SUMO: yeast Mot1-301 growth rescue at high temperature, primary screen, SUMOylation pathway inhibitor project, S. cerevisiae, ATP luminescence, 38.5C; AID 2716, 2010; 320,000 tested, 1% active; S. cerevisiae Mot1-301 growth rescue; percent above DMSO median, 100 means doubled; growth rescue, % at 18.8 µM;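 active means every valid replicate shows activation above 250% relative to neutral control wells; inactive means the rest, any valid replicate at or below 250%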;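 further: OY570 slx delta 5 strain wells were the positive control but not used for scaling; some compounds called inactive have numbers as strong as hits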
SR-BI HDL uptake: inhibitors of SR-BI mediated HDL lipid uptake, primary screen, ldlA[mSR-BI] cells, fluorescence, single point; Scavenger receptor class B member 1 (Mus musculus), Q61009; ldlA[mSR-BI] CHO cells, DiI-HDL uptake fluorescence, 3 h; inhibition, % at 12.5 µM; 320,000 tested, 0.96% active;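 active means mean replicate inhibition of at least 70% and a set share of replicates each scoring 70 or more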;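 further: 0% = median of neutral control wells and 100% = median of positive control wells; values of inactives mirror those of a sister screen read the other way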
CDK5 inh: inhibitors of human CDK5/p35 kinase, primary screen, biochemical, single concentration. Recombinant CDK5/p35, ADP-Glo luminescence, 60 min. AID 488839, 2010. 330,000 tested, 0.01% active. inhibition, % at 10 µM;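 active means highest replicate inhibition of at least 50% and at least 75% of replicates reaching 50%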;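 further: plate controls were DMSO neutral control for no effect and GW8510 at 10 µM for full effect; many of its hits are not listed in these tables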
NSD2 HMT inh: NSD2 histone methyltransferase inhibitors, primary screen, biochemical, AlphaScreen, single concentration, set 2. 310,000 tested, 0.54% active. NSD2 peptide methylation, 120 min. inhibition, % at 12.5 µM. Histone-lysine N-methyltransferase NSD2 (Homo sapiens), O96028; in the data active means inhibition above about 50%
PKA-R2B activ: activators of PKA-R2B holoenzyme, primary screen, biochemical, fluorescence polarization, Cy5-IP20, human; cAMP-dependent protein kinase catalytic subunit beta (Homo sapiens) + cAMP-dependent …; PKA-R2B holoenzyme dissociation; R2B truncated from residue 108, S112A mutant; 0% DMSO only, 100% 113 µM cGMP; activation, % at 11.4 µM; 340,000 tested, 0.079% active;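 active means activation above a cutoff set at the mean over all compounds plus 3 SD, cut at about 18% in these data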;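 further: higher means more holoenzyme dissociation and a rise in polarization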
dFosB activator: activators of delta FosB homodimer, primary screen, biochemical, fluorescence polarization, TAMRA-CDK5 oligo, single point; purified delta FosB; percent of positive-control signal above neutral wells; activation, % at 25 µM; 340,000 tested, 0.99% active; AID 493131, 2011;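 active means mean activation above about 17%, with every replicate also reaching it, limit read from the data, passing the limit was not always enough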;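 further: fluorescence polarization rise as delta FosB binds a TAMRA Cdk5 AP-1 oligo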
MITF TRPM1 HTS: activators of MITF-driven TRPM1 promoter reporter, primary screen, cell-based, SK-MEL-5, luciferase, single point. SK-MEL-5 TRPM1-promoter luciferase, 24 h; % of positive control, neutral wells = 0. activation, % at 12.5 µM. 300,000 tested, 0.75% active;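 active means mean activation of at least 80% with every replicate also reaching 80%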;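 further: 0% = neutral control wells and 100% = parthenolide positive control wells; values of inactives mirror those of a sister screen read the other way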
DSG3 Ab inh: inhibitors of pemphigus antibody binding to DSG3, primary screen, biochemical, bead-based, flow cytometry, scFv-GFP; Desmoglein-3 (Homo sapiens), P32926; binding (percent of control), % at 10 µM; AID 588358, 2011; DSG3-coupled beads, scFv-anti-DSG3-GFP binding; active compounds read low; 310,000 tested, 0.48% active;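 active means binding more than 3 SD below its plate's average and above zero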;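 further: hits lower antibody fragment binding to DSG3; some compounds called inactive have numbers as strong as hits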
Target sequence (P32926 whole entry, looked up, the tested form may be a part): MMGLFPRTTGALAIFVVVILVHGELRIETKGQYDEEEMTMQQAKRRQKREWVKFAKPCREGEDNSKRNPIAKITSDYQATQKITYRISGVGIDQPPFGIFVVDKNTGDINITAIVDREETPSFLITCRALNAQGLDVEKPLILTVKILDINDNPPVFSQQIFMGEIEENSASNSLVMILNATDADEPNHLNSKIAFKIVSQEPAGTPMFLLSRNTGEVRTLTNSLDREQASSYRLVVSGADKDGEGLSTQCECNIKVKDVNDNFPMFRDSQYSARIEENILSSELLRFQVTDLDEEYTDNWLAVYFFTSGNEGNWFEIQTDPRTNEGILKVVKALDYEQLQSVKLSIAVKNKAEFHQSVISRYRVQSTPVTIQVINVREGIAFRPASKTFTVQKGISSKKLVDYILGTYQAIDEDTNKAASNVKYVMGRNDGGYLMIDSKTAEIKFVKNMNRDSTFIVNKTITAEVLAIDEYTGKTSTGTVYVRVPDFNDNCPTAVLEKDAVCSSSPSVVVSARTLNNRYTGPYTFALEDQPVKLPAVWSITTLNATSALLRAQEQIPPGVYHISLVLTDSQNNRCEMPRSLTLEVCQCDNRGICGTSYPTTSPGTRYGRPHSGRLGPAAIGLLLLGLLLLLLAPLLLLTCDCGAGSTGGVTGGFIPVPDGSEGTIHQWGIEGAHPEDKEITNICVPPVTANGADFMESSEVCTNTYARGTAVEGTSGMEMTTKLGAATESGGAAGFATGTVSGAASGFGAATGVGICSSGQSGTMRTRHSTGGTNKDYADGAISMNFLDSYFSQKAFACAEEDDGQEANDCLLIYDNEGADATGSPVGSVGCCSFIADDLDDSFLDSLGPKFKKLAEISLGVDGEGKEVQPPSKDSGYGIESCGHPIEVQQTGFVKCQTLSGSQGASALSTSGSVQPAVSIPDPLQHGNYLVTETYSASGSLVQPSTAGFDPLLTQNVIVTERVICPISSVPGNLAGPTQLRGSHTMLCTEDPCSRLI
* marks the source's active call; other numbers are inactive results; · = no result given. This is a random part of the collection; overall some 4.7% were active at least once.

SMILES	PKA-R1A activ	SR-BI uptake up	Arr AP2 block	Mot1-301 SUMO	SR-BI HDL uptake	CDK5 inh	NSD2 HMT inh	PKA-R2B activ	dFosB activator	MITF TRPM1 HTS	DSG3 Ab inh
CCOC(=O)c1c(C)n(C)c2ccc(OC(=O)c3ccc([N+](=O)[O-])cc3)cc12	-7.2	38.0	-17.1	-24.3	-38.0	0.0	-2.1	7.8	0.7	1.1	·
COc1cc2oc3ccccc3c2cc1N(CC(=O)N(C)C)S(=O)(=O)c1ccccc1	-2.9	-0.5	-6.9	-9.1	0.5	-0.1	-0.3	-11.0	-9.8	·	108.1
COc1ccc([N+](=O)[O-])cc1NC(=O)C(C)OC(=O)c1cccnc1 (centres undefined)	-1.0	23.0	-13.2	-7.1	-23.0	2.3	-0.8	-8.2	-1.3	2.7	106.5
COc1ccccc1CN(C)C(=O)c1ccc(S(=O)(=O)NCc2ccco2)cc1	-8.3	-15.9	0.3	-1.8	15.9	-3.6	·	-8.2	0.0	-6.6	95.0
CC(C)CCNC(=O)c1cc(S(=O)(=O)N2CCc3ccccc32)cn1C	4.1	-6.8	19.3	4.8	6.8	-1.7	·	1.1	-6.9	-16.0	104.4
COc1ccc(/C(N)=N/OC(=O)c2cccc([N+](=O)[O-])c2C)cc1OC	2.0	-31.9	4.5	1.8	31.9	-0.6	-4.8	-10.5	10.9	11.4	97.9
O=C(N/N=C/c1ccncc1)c1cc2ccccc2cc1O	-3.3	-35.7	-6.1	8.9	35.7	0.4	3.7	-1.8	3.7	14.1	99.4
COc1ccc(N2C(=O)C(C)(C)C2c2c(O)ccc3ccccc23)cc1 (centres undefined)	-5.2	-54.9	-4.7	29.4	54.9	0.6	4.2	-3.1	-2.9	-0.3	104.6
N#CC1(NC(=O)COc2ccc(C(N)=O)cc2)CCCC1	-7.8	11.9	-4.9	0.6	-11.9	-0.1	-28.4	5.5	-1.4	2.8	103.4
Cc1nc2ccccc2c(=O)n1NC(=O)c1cccnc1Cl	-9.5	22.7	27.2	4.3	-22.7	2.9	-4.5	4.3	3.3	-0.5	102.4
O=C(Nc1nnc(SCc2ccc(F)cc2)s1)c1ccco1	-5.6	23.6	25.5	-7.5	-23.6	0.3	-1.1	-13.3	-5.6	-9.3	96.4
CSc1nc(N)n2nc(C(C)(C)C)cc2n1	-2.4	43.6	39.1	-18.3	-43.6	-0.4	-1.9	-5.3	1.4	15.5	113.4
COc1cc(OC)c(C2NC(=O)CCC2[N+](=O)[O-])cc1OC (centres undefined)	6.6	·	2.3	-24.4	·	1.3	-0.5	-5.2	-5.1	16.0	95.6
Oc1ccc(Cl)cc1CNC1CCCCC1	-8.8	-1.4	3.5	·	1.4	1.7	-3.0	-7.8	1.2	10.0	116.2
Cn1nnnc1Sc1ncnc2scc(-c3ccc[nH]3)c12	7.1	1.5	-4.1	29.1	-1.5	-1.1	·	-9.4	-0.2	-83.4	108.4
O=C(CCCC(=O)N(c1ccc2c(c1)OCCO2)C(C(=O)NC1CCCCC1)c1ccc(Cl)cc1)Nc1ccccn1 (centres undefined)	-2.6	-3.9	3.1	-20.3	3.9	3.5	·	-2.1	10.7	2.1	97.4
Cc1ccc(S(=O)(=O)NC2CCCCC2)cc1C(=O)N1CCC(C(N)=O)CC1	-22.0	18.2	-3.9	-3.3	-18.2	0.7	10.6	-4.3	5.2	-1.4	·
CCCCCCOC(=O)c1ccc(NC(=O)c2cc(OC)c(OC)c(OC)c2Br)cc1	-1.5	-52.1	4.7	4.7	52.1	-0.2	-2.2	-1.6	-4.3	-2.8	93.4
COc1ccc(Br)cc1CNc1ccccc1	0.3	1.0	-20.4	-8.6	-1.0	0.2	1.0	-11.8	-3.0	·	114.2
Cc1ccc(C(=O)N2CCC3(CC2)Oc2ccc(Cl)cc2C(=O)C32CC(c3cccnc3)=NO2)s1 (centres undefined)	-11.0	-15.0	-4.5	-22.1	15.0	-3.5	·	-0.2	-4.8	-8.3	99.0
CCCCOc1ccc(S(=O)(=O)NNC(=O)c2cc3ccccc3o2)cc1	7.5	21.1	3.0	29.3	-21.1	-5.8	2.1	-8.9	-13.7	-5.9	89.2
COc1ccc(CNC(=O)c2ccc(N3CCOCC3)c([N+](=O)[O-])c2)cc1	-5.3	-11.8	7.8	360.4	11.8	-0.8	0.7	-1.2	-11.5	-5.7	92.4
c1csc(-c2cn3c(n2)SCC3)c1	-6.9	3.8	-15.4	-8.6	-3.8	0.7	4.1	-13.9	0.7	0.3	97.5
COc1ccccc1NS(=O)(=O)c1cccc(C(=O)NCc2ccccn2)c1	-13.2	25.1	4.1	9.0	-25.1	-0.4	-7.3	-0.3	-1.8	-3.7	115.7

No new results follow: 9 of the compounds above.
SMILES	PKA-R1A activ	SR-BI uptake up	Arr AP2 block	Mot1-301 SUMO	SR-BI HDL uptake	CDK5 inh	NSD2 HMT inh	PKA-R2B activ	dFosB activator	MITF TRPM1 HTS	DSG3 Ab inh
N#CC1(NC(=O)COc2ccc(C(N)=O)cc2)CCCC1	-7.8	11.9	-4.9	0.6	-11.9	-0.1	-28.4	5.5	-1.4	2.8	103.4
Cc1nc2ccccc2c(=O)n1NC(=O)c1cccnc1Cl	-9.5	22.7	27.2	4.3	-22.7	2.9	-4.5	4.3	3.3	-0.5	102.4
O=C(Nc1nnc(SCc2ccc(F)cc2)s1)c1ccco1	-5.6	23.6	25.5	-7.5	-23.6	0.3	-1.1	-13.3	-5.6	-9.3	96.4
CSc1nc(N)n2nc(C(C)(C)C)cc2n1	-2.4	43.6	39.1	-18.3	-43.6	-0.4	-1.9	-5.3	1.4	15.5	113.4
COc1cc(OC)c(C2NC(=O)CCC2[N+](=O)[O-])cc1OC (centres undefined)	6.6	·	2.3	-24.4	·	1.3	-0.5	-5.2	-5.1	16.0	95.6
Oc1ccc(Cl)cc1CNC1CCCCC1	-8.8	-1.4	3.5	·	1.4	1.7	-3.0	-7.8	1.2	10.0	116.2
Cn1nnnc1Sc1ncnc2scc(-c3ccc[nH]3)c12	7.1	1.5	-4.1	29.1	-1.5	-1.1	·	-9.4	-0.2	-83.4	108.4
O=C(CCCC(=O)N(c1ccc2c(c1)OCCO2)C(C(=O)NC1CCCCC1)c1ccc(Cl)cc1)Nc1ccccn1 (centres undefined)	-2.6	-3.9	3.1	-20.3	3.9	3.5	·	-2.1	10.7	2.1	97.4
Cc1ccc(S(=O)(=O)NC2CCCCC2)cc1C(=O)N1CCC(C(N)=O)CC1	-22.0	18.2	-3.9	-3.3	-18.2	0.7	10.6	-4.3	5.2	-1.4	·

3 entries out of the list above, sorted by the value under CDK5 inh, low to high.
molecule | CDK5 inh
CCCCOc1ccc(S(=O)(=O)NNC(=O)c2cc3ccccc3o2)cc1 | -5.8
COc1ccc(CNC(=O)c2ccc(N3CCOCC3)c([N+](=O)[O-])c2)cc1 | -0.8
c1csc(-c2cn3c(n2)SCC3)c1 | 0.7
